Screening data (PubChem BioAssay)
CIT2-GFP yeast = alters CIT2-GFP fluorescence in TOR pathway yeast screen | GFP response vs DMSO, % at 10 µM | S. cerevisiae CIT2-GFP strain, flow cytometry, 3 h; 100 means same as DMSO wells | 320,000 tested, 0.065% active | AID 2029;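 active = GFP response relative to DMSO above a set limit, near the screen mean plus 3 SD, cut at about 150% in these data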;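 also: ratio of well median GFP fluorescence to mean of DMSO wells on the plate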
GRK2 aptamer HTS = inhibitors of human GRK2 displacing RNA aptamer; inhibition of aptamer binding, % at 10 µM; bead flow cytometry, FAM-aptamer displacement from GRK2; 330,000 tested, 0.59% active; AID 488847; P25098;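 active = inhibition of aptamer binding above 40%, roughly 3 SD of noise, on plates passing a quality check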;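 also: median bead fluorescence of bound FAM aptamer so fluorescent compounds give negative values; no value below 0 was filed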
Target sequence (P25098 whole entry, looked up): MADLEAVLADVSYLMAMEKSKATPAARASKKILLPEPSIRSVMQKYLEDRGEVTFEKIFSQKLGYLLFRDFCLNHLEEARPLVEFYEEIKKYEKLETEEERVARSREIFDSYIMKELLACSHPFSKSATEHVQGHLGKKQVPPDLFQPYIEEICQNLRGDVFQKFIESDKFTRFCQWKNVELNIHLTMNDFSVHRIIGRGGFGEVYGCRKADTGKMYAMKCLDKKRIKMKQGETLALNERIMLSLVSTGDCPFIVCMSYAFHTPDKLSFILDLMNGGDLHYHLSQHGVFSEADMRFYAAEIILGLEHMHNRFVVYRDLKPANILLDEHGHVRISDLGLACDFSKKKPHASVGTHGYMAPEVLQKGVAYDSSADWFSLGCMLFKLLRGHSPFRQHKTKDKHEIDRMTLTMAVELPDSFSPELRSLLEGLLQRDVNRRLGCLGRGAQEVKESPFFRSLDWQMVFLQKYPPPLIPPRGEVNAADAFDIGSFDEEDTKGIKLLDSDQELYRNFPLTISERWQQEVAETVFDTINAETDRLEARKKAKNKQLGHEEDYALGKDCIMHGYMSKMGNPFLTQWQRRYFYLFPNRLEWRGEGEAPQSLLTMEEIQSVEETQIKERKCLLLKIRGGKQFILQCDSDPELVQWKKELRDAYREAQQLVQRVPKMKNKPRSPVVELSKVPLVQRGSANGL
GLD-1 TGE inh = GLD-1-TGE RNA interaction inhibition (C. elegans). 320,000 tested, 0.44% active. purified GLD-1 + fluorescein TGE RNA, fluorescence polarization. inhibition, % at 5.96 µM;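 active = percent inhibition above a per-plate cutoff, the plate mean of test compounds plus 3 SD, cut at about 30% in these data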;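 also: 0% = DMSO wells with GLD-1 and probe and 100% = wells lacking GLD-1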
Yeast superoxide = yeast age-related superoxide inhibition as caloric restriction mimetic. S. cerevisiae aged cells, superoxide DHE fluorescence; active compounds read low. superoxide response (% of plate mean), % at 10 µM. 330,000 tested, 0.18% active;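 active = superoxide response under a set limit, about three screen SD below normal, cut at about 65% in these data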;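 also: yeast aged for seven days with compound at 30 °C before DHE staining; 100% = average MFI of all compound-treated wells on the plate with controls excluded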
MCL1 BIM primary = disrupts human MCL1 binding to BIM-BH3 peptide | Q07820 | GST-MCL1 / FITC-Bim-BH3 fluorescence polarization | inhibition, % at 10.9 µM | 320,000 tested, 0.68% active;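 active = inhibition above the mean inhibition of all tested compounds plus 3 SD, set per campaign, cut at about 40% in these data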;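 also: 0% = DMSO wells and 100% = unlabeled Bim-BH3 peptide control; higher means more loss of mP so more displacement of Bim peptide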
Target sequence (Q07820 whole entry, looked up): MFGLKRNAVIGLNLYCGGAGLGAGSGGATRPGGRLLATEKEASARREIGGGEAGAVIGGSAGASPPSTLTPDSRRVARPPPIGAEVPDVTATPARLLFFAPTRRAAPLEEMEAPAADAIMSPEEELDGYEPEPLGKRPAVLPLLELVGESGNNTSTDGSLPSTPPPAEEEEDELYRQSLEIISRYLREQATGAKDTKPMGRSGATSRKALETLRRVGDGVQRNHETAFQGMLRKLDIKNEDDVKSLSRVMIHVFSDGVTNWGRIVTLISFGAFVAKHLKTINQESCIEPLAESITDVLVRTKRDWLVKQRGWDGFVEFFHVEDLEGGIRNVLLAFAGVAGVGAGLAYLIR
VLA-4 inh = inhibition in a human VLA-4 binding assay; P13612; AID 2557; inhibition, % (about 7 µM as worked out from the volumes in the protocol); VLA-4 expressing cells, ligand binding flow cytometry; 330,000 tested, 0.2% active; in the data active = inhibition above about 50%
AGP1-GFP MLPCN = modulators of TOR pathway AGP1-GFP in S. cerevisiae; S. cerevisiae AGP1-GFP multiplex flow cytometry, 3 h; GFP as percent of DMSO wells; GFP response vs DMSO, % at 10 µM; 320,000 tested, 0.02% active;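 active = GFP response relative to DMSO above a set limit, near screen average plus 3 SD, cut at about 150% in these data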;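 also: median GFP channel fluorescence of the gated AGP1 strain per well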
BCLXL inh = blocks human Bcl-xL binding to Bim BH3 peptide | Q07817 | GST-Bcl-xL / FITC-Bim BH3 peptide fluorescence polarization | inhibition, % at 10.9 µM | 320,000 tested, 0.7% active | AID 2129;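 active = inhibition above the mean of all tested compounds plus 3 SD, cutoff set per campaign, cut at about 30% in these data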;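 also: 0% = DMSO wells and 100% = unlabeled Bim-BH3 peptide competitor; inhibitors lower millipolarization by displacing the labeled peptide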
MEX-5 binding = C. elegans MEX-5 TCR-2 RNA binding activity; AID 1832; 300,000 tested, 0.38% active; MEX-5/FITC-TCR2 RNA binding, fluorescence polarization; active compounds read low; activity score (negative = inhibition of binding), % at 10 µM; Q9XUB2;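 active = inhibition past about -25% in most replicates, and total fluorescence under double the plate's negative control median, limit read from the data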;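 also: 0% = DMSO and -100% = 5 µM competing unlabeled TCR2 RNA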
Active calls of the source: *; . = not tested or not shown.

Preview:
SMILES	CIT2-GFP yeast	GRK2 aptamer HTS	GLD-1 TGE inh	Yeast superoxide	MCL1 BIM primary	VLA-4 inh	AGP1-GFP MLPCN	BCLXL inh	MEX-5 binding
COc1ccc(-c2nn(-c3ccccc3)cc2CO)cc1	106	2	7	103	-4	-2	99	3	-0.1
Cc1cccc(-c2nc(C)cc(=O)[nH]2)c1	100	1	-5	115	4	-5	103	1	-1.4
COc1ccc(CCNC(=O)c2cc(=O)c3cc(C)ccc3o2)cc1OC	106	5	5	98	2	-2	100	2	0.2
CC(C)(C)C1COc2ccccc2N1C(=O)c1ccccc1Cl (centres undefined)	104	1	1	98	-6	8	105	-1	-0.2
O=C(CSc1nncn1-c1ccccc1)Nc1cccc(S(=O)(=O)N2CCCCC2)c1	102	0	0	105	-5	-7	99	5	1.2

All compounds of this part, repeating the preview:
SMILES	CIT2-GFP yeast	GRK2 aptamer HTS	GLD-1 TGE inh	Yeast superoxide	MCL1 BIM primary	VLA-4 inh	AGP1-GFP MLPCN	BCLXL inh	MEX-5 binding
COc1ccc(-c2nn(-c3ccccc3)cc2CO)cc1	106	2	7	103	-4	-2	99	3	-0.1
Cc1cccc(-c2nc(C)cc(=O)[nH]2)c1	100	1	-5	115	4	-5	103	1	-1.4
COc1ccc(CCNC(=O)c2cc(=O)c3cc(C)ccc3o2)cc1OC	106	5	5	98	2	-2	100	2	0.2
CC(C)(C)C1COc2ccccc2N1C(=O)c1ccccc1Cl (centres undefined)	104	1	1	98	-6	8	105	-1	-0.2
O=C(CSc1nncn1-c1ccccc1)Nc1cccc(S(=O)(=O)N2CCCCC2)c1	102	0	0	105	-5	-7	99	5	1.2
CSc1ccccc1NC(=O)c1cc(-c2ccco2)on1	110	0	-8	101	-3	5	106	-3	0.5
COc1ccccc1-c1cc(C(=O)N/N=C/C=C/c2ccccc2[N+](=O)[O-])c2ccccc2n1	97	2	7	87	4	1	101	4	2.7
COc1ccc(Nc2ccc(Cl)nn2)cc1	98	0	10	80	3	8	96	10	1.9
CCC(=O)Nc1cccc(SC)c1	102	6	-7	111	-1	1	101	4	-2.4
Cc1cc(SCC(=O)N2CCN(C(=O)c3ccco3)CC2)c(C)cc1Br	93	0	-2	102	-1	-14	99	-2	.
CC(C)Cc1oc(C(=O)O)cc1CN	99	1	-1	118	4	-5	110	6	0.9
COc1cccc(NC(=O)CN2C(=O)CSc3ccc(S(=O)(=O)N4CCCCC4)cc32)c1	111	0	4	94	3	-3	102	-1	-0.8
CCCC1=NN(C(=O)Cc2ccc([N+](=O)[O-])cc2)C(O)(C(F)(F)F)C1 (centres undefined)	94	2	2	103	1	3	102	-1	1.8
Cc1ccnc(SCc2cc(=O)c(OC(=O)c3ccc(S(=O)(=O)N4CCCC4)cc3)co2)n1	111	0	-2	97	-2	5	110	0	-2.9
CC(Cc1ccccc1)C(=O)NCc1nc2ccccc2s1 (centres undefined)	80	0	2	100	3	19	97	3	1.2
CC1CN(S(=O)(=O)c2cccc(C(=O)N(Cc3nnc(-c4ccccc4Cl)o3)C3CC3)c2)CC(C)O1 (centres undefined)	88	0	8	104	4	-24	90	5	3.1
COc1ccc(-c2csc(-n3ncc(-c4ccccn4)c3N)n2)cc1	96	0	-1	111	1	8	95	3	-4.6
CCN(CC)C(=O)c1sc(NC(=O)c2ccc3c(c2)OCO3)c(C(N)=O)c1C	98	0	3	112	4	-9	94	0	1.9
CCN1CCN(CCNC(=O)CS(=O)(=O)Cc2nc(-c3ccc(C)cc3)oc2C)CC1	111	2	-3	82	2	-14	109	8	-1.2
O=c1c([N+](=O)[O-])c(N2CCCCC2)c2ccccc2n1-c1ccccc1	99	0	-6	89	4	16	99	3	0.4
COc1ccc(C2CC(c3c(O)cc(C)oc3=O)=NCCS2)c(OC)c1 (centres undefined)	97	3	-38	120	-65	25	103	-39	.
Fc1ccc(NC(=S)N2CCN(c3ncccn3)CC2)cc1	105	0	-2	97	21	-9	101	5	-0.1
Cc1ccccc1NC(=O)C(C)O/N=C/c1cccc([N+](=O)[O-])c1 (centres undefined)	97	0	5	88	5	8	102	4	0.6
CCOC(=O)C1C(=O)NC(N2CCCCC2)=NC1C(C)C (centres undefined)	94	0	-1	96	5	1	.	4	-2.4
Cc1ccccc1OCC(O)CNC1CCCC1 (centres undefined)	100	0	1	96	-6	1	96	2	0.0
Cc1cccc(C)c1NC(=O)COC(=O)C1CC(=O)N(Cc2ccccc2)C1 (centres undefined)	89	2	9	96	-3	9	80	4	1.0
COc1cc(/C=C(\C#N)c2nc3ccccc3[nH]2)ccc1O	112	3	-140	90	-64	-27	99	-33	27
CN(C(=O)COC(=O)C1CCN(S(=O)(=O)c2ccc(Cl)cc2)CC1)C1CCS(=O)(=O)C1 (centres undefined)	98	4	1	98	.	3	102	.	.
O=C(C1CCN(S(=O)(=O)c2cccs2)CC1)N1CCCCC1	98	0	-2	88	-3	10	96	1	-1.7
O=C(CSc1nc2ccccc2[nH]1)N1c2ccccc2Sc2ccccc21	88	0	0	105	0	9	96	0	2.0
COC(=O)c1c(NC(=O)Cc2cccs2)sc(C(=O)NC2CCCCC2)c1C	100	4	0	91	0	-1	106	0	1.2
Cc1cccc(OCC(=O)Nc2ccncc2)c1	93	2	0	69	2	4	101	3	-0.2
O=C(/C=C/c1cccs1)N1CCOCC1	89	0	-7	98	-2	6	116	2	-1.7
COc1cc([N+](=O)[O-])ccc1NC(=O)CCS(=O)(=O)c1ccc2c(c1)n(C)c(=O)c(=O)n2C	94	2	-4	89	5	7	96	1	0.1
CCOC(=O)CN1CC23C=CC(O2)C(C(=O)NCc2cccs2)C3C1=O (centres undefined)	98	0	7	88	-5	5	98	0	6.6
O=C(Cc1cccc(Cl)c1)Nc1ccc(Br)cc1	98	0	1	77	-2	11	99	7	2.1
CC(CCc1ccccc1)NC(=O)CCNS(=O)(=O)c1ccccc1C(F)(F)F (centres undefined)	101	4	2	83	6	40	113	9	.
CC1(C)CC(OC(=O)c2ccco2)CC(C)(C)N1O	115	1	35*	107	28	11	111	43*	0.2
CC(=O)CCC1C2C(O)C(C(C)C)C(OC(=O)/C=C/c3ccccc3)CC12C (centres undefined)	104	0	3	83	0	8	103	1	-1.6
Cc1cccc(NC(=O)c2ccccc2NC(=O)Cc2ccccc2)c1C	94	0	-5	104	-1	21	93	3	-0.9
CCOC(=O)N/N=C/c1c(F)c(F)c(F)c(F)c1F	94	1	9	104	4	9	98	0	0.0
C[C@H](NC(=O)c1nc[nH]c1C(=O)NCC(=O)OCc1ccccc1)C(=O)OCc1ccccc1	92	0	3	98	4	20	104	5	2.8
COCCNC(=O)c1ccc(N2CC3CC(C2)c2cccc(=O)n2C3)c(NC(=O)c2ccc(Br)o2)c1 (centres undefined)	90	3	6	86	10	9	87	6	1.9
Cc1ccc(C(=O)N2CCN(C(=O)c3ccccc3)C2c2ccc(N(C)C)cc2)cc1 (centres undefined)	.	0	2	94	-5	-7	.	-6	-0.4
CCN(CC)CCNc1cc(C)nc2c1C(=O)C(=O)C=C2N1CCCCC1	99	8	9	102	-4	15	106	0	-8.4
O=C(c1cccs1)N1CCN(c2cc(Cl)ccc2Cl)CC1	95	0	-1	111	-4	12	94	0	1.4
O=C(c1ccccc1)N1CCN(CC#CC2(O)CCCCC2)CC1	97	0	-7	124	2	3	94	0	-5.3
S=c1[nH]c(-c2ccccc2)cn1/N=C/c1cccc2ccccc12	96	3	1	89	1	12	89	4	1.3
COc1ccccc1N1CCN(CC(=O)c2c(C)[nH]c3ccccc23)CC1	84	0	0	109	-5	4	84	-2	-2.1
CCC(C(=O)Nc1ccsc1C(=O)OC)c1ccccc1 (centres undefined)	95	0	6	93	4	-5	102	4	-0.9
Continued:
SMILES	CIT2-GFP yeast	GRK2 aptamer HTS	GLD-1 TGE inh	Yeast superoxide	MCL1 BIM primary	VLA-4 inh	AGP1-GFP MLPCN	BCLXL inh	MEX-5 binding
CC1(C)CC(=O)C2=C(C1)Nc1ccccc1N=C2	92	5	63*	103	106*	-167	96	91*	-16
C=CCSc1nc2sc3c(c2c(=O)[nH]1)CC(C)(CC)OC3 (centres undefined)	99	0	-6	103	10	1	97	4	1.4
Cc1cc(OC(C)C(=O)N2CCN(c3ccc(F)cc3)CC2)c2c(C)cc(=O)oc2c1 (centres undefined)	97	0	8	104	-4	2	90	4	-0.1
CC1CCCCN1C(=O)Cn1c(=O)oc2cc(S(=O)(=O)N3CCCCC3)ccc21 (centres undefined)	96	3	-6	102	-7	13	99	-2	0.1
CC1CCN(S(=O)(=O)c2ccc3c(c2)N(C)C(=O)CC(=O)N3C)CC1	97	2	2	99	-14	4	96	-15	0.5
COc1cc(CN2CCN(Cc3c[nH]c4ccccc34)CC2CCO)cc(OC)c1 (centres undefined)	106	0	.	99	.	5	101	.	0.4
O=S(=O)(NCCN1CCOCC1)c1ccc(Cl)c(Cl)c1	103	0	6	101	3	0	97	5	-0.6
CC1(C)C(=O)OC(c2cccs2)C(C)(C)C1=O (centres undefined)	102	0	8	93	0	-23	101	5	1.1
C#CCOCCOCCOCCNc1nc(N2CCN(C(=O)[C@H]([C@@H](C)O)n3cc(CCCCN)nn3)CC2)nc(N2CCN(C(=O)[C@H]([C@@H](C)CC)n3cc(CCCN=C(N)N)nn3)CC2)n1	96	0	-6	105	4	5	90	8	-1.5
CCn1c2ccccc2c2cc(NC(=O)CSc3nnc(-c4ccc(OC)c(OC)c4)n3N)ccc21	98	0	1	102	-10	-30	107	-5	0.0
CN1CCN(S(=O)(=O)c2ccc(Br)c3ccccc23)CC1	99	0	5	102	-6	5	96	0	1.1
O=C(O)CCCSc1nccn1-c1ccccc1	104	0	-8	95	-9	20	102	-1	2.6
Cc1ccc(CN2CCN(Cc3cccc(OCCO)c3)CC2CCO)o1 (centres undefined)	108	7	4	85	10	42	104	3	1.8
CC(=O)NC(C(=O)c1ccccc1)N1CCCCC1 (centres undefined)	99	.	-8	104	5	-7	91	6	0.2
Cn1cc(S(=O)(=O)N2CCOCC2)cc1C(=O)O	110	0	-7	107	.	-1	111	.	.
CC1CCN(C(=S)NC(=O)c2ccccc2Br)CC1	105	4	5	89	5	-5	105	1	-0.9
COc1ccccc1CNC(=O)COC(=O)CNS(=O)(=O)c1ccc(NC(C)=O)cc1	88	3	-89	91	-15	-15	99	-9	.
COc1ccc(N2CCN(C(=O)c3cn(C)c4ccc(S(=O)(=O)N5CCOCC5)cc4c3=O)CC2)cc1	106	0	6	91	2	11	100	2	-0.4
COCCN(C(=O)c1ccc(C)o1)c1c(N)n(CC(C)C)c(=O)[nH]c1=O	87	2	-4	106	0	8	99	2	.
CC1CC1C(=O)Nc1nc(-c2ccc(Cl)s2)cs1 (centres undefined)	77	3	2	121	-1	0	72	5	-0.8
Oc1ccccc1-c1nnc2n1CCCCC2	96	1	.	98	.	-21	93	.	0.3
O=C(Nc1nnc(SCc2c(Cl)cccc2Cl)s1)c1cccc([N+](=O)[O-])c1	101	0	2	98	4	2	104	7	1.3
CS(=O)(=O)N(CCc1ccccc1)CC(=O)NCc1ccco1	97	2	0	99	-3	14	98	7	5.3
Cc1ccccc1-n1c(O)cc(=O)[nH]c1=S	114	4	-7	93	-5	31	107	5	1.0
CCOC(=O)CN1C(=N)N(c2nc(NC(C)C)nc(NC(C)C)n2)CC1=O	100	0	9	105	2	8	106	2	-1.3
O=C(N/N=C/c1cc2c(cc1Br)OCO2)C1COc2ccccc2O1 (centres undefined)	103	13	-1	80	-2	-2	109	1	1.5
